# N370S GC – inhibitors or activators of N370S glucocerebrosidase for Gaucher disease; P04062; Potency, µM (doses to about 59.4 µM), for inactives: top-dose activity change, negative = inhibition, hits mostly inhibitors; actives 0.092% (n = 330,000); N370S GC spleen homogenate, 4MU-glucoside fluorescence; AID 2101;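 further: 0% = full enzyme activity and -100% = no enzyme basal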
# TDP1 cell CPT – growth inhibition of DT40 Tdp1-/-;hTDP1 cells with camptothecin (screen for TDP1 inhibitors). chicken DT40 Tdp1-/-;hTDP1 cells + 20 nM CPT, ATP luminescence, 48 h. Potency, µM (titrated, usually from 46.2 µM), without a hit: top-dose activity change, negative = growth inhibition, actives largely listed as inhibitors. actives 12% (n = 420,000). AID 686979; further: nearly all actives have a fitted effect of over 55% in size
#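 Chicken DT40 Tdp1-/- cells complemented with human TDP1, 400 cells/well, exposed to compounds plus 20 nM camptothecin for at least 48 h at 37 C; viability read as ATP content by CellTiter-Glo luminescence.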
# FEN1 inhibitor – human FEN1 inhibition; actives 0.35% (n = 390,000); Recombinant FEN1 flap cleavage, fluorescence, 15 min; AID 588795; Potency, µM (doses to about 114 µM), for the others: at the top dose activity change, negative = inhibition, hits mostly inhibitors; P39748; further: nearly all actives have a fitted effect of over 65% in size
# Target sequence (P39748 whole entry, looked up): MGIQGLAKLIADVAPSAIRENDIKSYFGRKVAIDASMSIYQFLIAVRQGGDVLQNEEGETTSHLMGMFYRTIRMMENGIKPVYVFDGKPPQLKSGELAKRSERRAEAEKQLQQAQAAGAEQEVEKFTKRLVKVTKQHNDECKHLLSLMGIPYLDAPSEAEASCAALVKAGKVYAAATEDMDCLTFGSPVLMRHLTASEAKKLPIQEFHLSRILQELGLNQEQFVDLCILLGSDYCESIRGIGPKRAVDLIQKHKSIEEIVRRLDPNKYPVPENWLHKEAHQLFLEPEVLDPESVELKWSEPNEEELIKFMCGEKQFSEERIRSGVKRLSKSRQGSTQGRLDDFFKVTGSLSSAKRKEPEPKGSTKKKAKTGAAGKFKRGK
#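 With each library titrated from low to high concentration, compounds met 10 nM FEN1 for 15 min at room temperature before 50 nM substrate was added; readings at 0 and 15 min fed four-parameter Hill curve fits.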
# An asterisk follows results filed as active; ? = inconclusive; . = no result given; & = joins results of further samples; [ ] = another dose, or the depositor's remark. The call rests on the fitted dose curve; in most records, active means well fitted curve in the direction sought with a large enough effect; inconclusive means small, poorly fitted or top-dose-only effect, or another doubt; inactive means no such curve, though single readings can be large; an effect the other way counts as inactive or inconclusive. Unless noted, on the % scale 0 is the no-effect control and ±100 the full control effect; potency means the concentration at half of the fitted maximal effect.
SMILES,N370S GC,TDP1 cell CPT,FEN1 inhibitor
CSCCC(N=Cc1c(O)n(-c2ccc(Cl)cc2)c(=O)[nH]c1=O)C(=O)OC(C)(C)C (stereo not drawn),10%,2%,-11%
CCOCCN1CCC(OC(C)=O)C(C)C1 (stereo not drawn),-14%,9%,1%
O=P1(N(CCCl)CCCl)NCCCO1 (stereo not drawn),0%&7%&14%&-4%,-2%&-15%&-22%,27%
COc1ccccc1-n1c(O)c(C=NCc2ccc3c(c2)OCO3)c(=O)[nH]c1=O,9%,-3%,-12%
Cc1ccc(C)c(C2(O)CC(C)N(C)CC2C)c1 (stereo not drawn),-1%,-15%,1%
CC(C)N1CCN(Cc2c[nH]c3ccccc23)CC1CCO (stereo not drawn),-12%,?,16%
O=C(NCc1ccccc1)C(=O)NCC1OCCN1S(=O)(=O)c1ccc([N+](=O)[O-])cc1 (stereo not drawn),-3%,?,14%
S=C1Nc2ccccc2Sc2ccccc21,10%,11%,-3%
CC(C)CCn1c(=O)c(C(=O)Nc2ccccc2S(N)(=O)=O)c(O)c2ccccc21,10%,4.6µM*,-19%
COC1C=CC23c4cc5c(cc4CN(CC2O)C3C1)OCO5 (stereo not drawn),9%,2.1µM*,.
CC(C)N1C(=S)SC(C)(C)C1n1oc(=O)n(-c2ccc(Cl)c(Cl)c2)c1=O (stereo not drawn),7%,?,-17%
CN1C[C@@H]2C[C@@H](c3cccn3-c3ccccn3)N3CCC[C@@]23C1=O,3%,4%,-3%

# 3 entries out of the list, ordered by formula weight, high to low:
SMILES,N370S GC,TDP1 cell CPT,FEN1 inhibitor
CSCCC(N=Cc1c(O)n(-c2ccc(Cl)cc2)c(=O)[nH]c1=O)C(=O)OC(C)(C)C (stereo not drawn),10%,2%,-11%
COC1C=CC23c4cc5c(cc4CN(CC2O)C3C1)OCO5 (stereo not drawn),9%,2.1µM*,.
CCOCCN1CCC(OC(C)=O)C(C)C1 (stereo not drawn),-14%,9%,1%

# Molecules listed so far that have nitrogen in an aromatic ring, in the order listed:
SMILES,N370S GC,TDP1 cell CPT,FEN1 inhibitor
CSCCC(N=Cc1c(O)n(-c2ccc(Cl)cc2)c(=O)[nH]c1=O)C(=O)OC(C)(C)C (stereo not drawn),10%,2%,-11%
COc1ccccc1-n1c(O)c(C=NCc2ccc3c(c2)OCO3)c(=O)[nH]c1=O,9%,-3%,-12%
CC(C)N1CCN(Cc2c[nH]c3ccccc23)CC1CCO (stereo not drawn),-12%,?,16%
CC(C)CCn1c(=O)c(C(=O)Nc2ccccc2S(N)(=O)=O)c(O)c2ccccc21,10%,4.6µM*,-19%
CC(C)N1C(=S)SC(C)(C)C1n1oc(=O)n(-c2ccc(Cl)c(Cl)c2)c1=O (stereo not drawn),7%,?,-17%
CN1C[C@@H]2C[C@@H](c3cccn3-c3ccccn3)N3CCC[C@@]23C1=O,3%,4%,-3%

# Next records
SMILES,N370S GC,TDP1 cell CPT,FEN1 inhibitor
CCCCn1c(O)c(/C(C)=N/NC(=O)Nc2ccccc2)c(=O)[nH]c1=O,9%,-4%,-11%
COc1ccc2c(c1)NP(=S)(Oc1ccccc1)N2 (stereo not drawn),3%,?,-17%
Clc1cccc(CNCCc2ccc3c(c2)OCO3)c1,-3%,?,2%
CC1(C)CC2(CCO1)NCCN1C(=O)CSC12 (stereo not drawn),3%,3%,0%
COc1ccccc1CN1CCCCC1c1cccnc1 (stereo not drawn),3%,21%,0%
CCCCN(CC)c1c([N+](=O)[O-])cc(C(F)(F)F)cc1[N+](=O)[O-],3%,-5%,.
COc1ccc(CN2Cc3cnnn3-c3ccccc3C2c2ccccc2)cc1 (stereo not drawn),.,16µM*,-6%
CN1CCC(O)(c2cccs2)C(C(=O)c2cccs2)C1 (stereo not drawn),-1%,1.3µM*,3%
C[C@]12CCC3[C@@H](CCC4=CC(=O)CC[C@@]43CO)C1CCC2=O (stereo partly drawn),0%,?,47%[activator]
CCOC(=O)c1ccccc1NC(=O)N(Cc1ccc(CC)cc1)Cc1cn[nH]c1-c1ccc(OC)cc1,.,?,2%
CN1CCN(CC(=O)Nc2ccc(Cl)cc2C(=O)c2ccccc2)CC1,-2%,-18%,-2%
CN1Cc2ccccc2-n2nncc2C1,.,-9%,-17%
COC(=O)C1=C(c2ccccc2OCc2ccccc2)C[C@@H]2CC[C@H]1N2C(=O)NCc1ccc(F)cc1,.,?,-19%
CCOc1ccc(S(=O)(=O)N(CC(=O)NCCc2ccc(OC)c(OC)c2)c2ccccc2)cc1,.,?,-10%
CC(=O)OC1N=C(c2ccccc2Cl)c2cc(Br)ccc2NC1=O (stereo not drawn),-10%,?,1%
CC(C)C[C@H](NP(=O)(O)O[C@@H]1O[C@@H](C)[C@H](O)[C@@H](O)[C@H]1O)C(=O)N[C@@H](Cc1c[nH]c2ccccc12)C(=O)O,-5%,0%,17%
CCOc1cccc(C2NCc3ccccc3-n3cccc32)c1O (stereo not drawn),-5%,?,-14%
COc1ccc(C2/C=C\CN(C(=O)Oc3ccccc3)CC(=O)N2Cc2ccc(F)cc2)cc1 (stereo not drawn),12%&19%,21µM*,-28%&-19%
Cc1nn(Cc2ccc(Cl)cc2Cl)c(Cl)c1C(=O)O,2%,-7%,18%
CCN(CC)C(=O)c1ccc2c(c1)C1C=CCC1C(C(=O)O)N2 (stereo not drawn),-8%,-14%,?
Cc1cccc(CSc2nc3c(cc2C#N)CN(C)CC3)c1,-3%,6%,-10%
CCCCS(=O)(=O)N1CCN(C(=N)N[N+](=O)[O-])CC1,-2%,-2%,7%
O=c1[nH]c(=O)n(Cc2ccccc2)c(O)c1C=NCCCO,-13%,-7%,-18%
Oc1ccc2c3c1O[C@H]1c4[nH]c5ccccc5c4C[C@@]4(O)C(C2)N(CC2CC2)CCC314 (stereo partly drawn),-7%&-2%,?,.
CC(C)CCNC(=O)c1c(N)n(CC2CCCO2)c2nc3ccccc3nc12 (stereo not drawn),?,26µM*,?
O=C(c1ccco1)c1cn(Cc2ccccc2)c2ccccc12,27%,7%,-20%
CCCCn1c(N)c(N(CCOC)C(=O)CN2CC=C(c3ccccc3)CC2)c(=O)[nH]c1=O,5%,?,1%

# Some of the compounds tested; the hit share may differ from the screen's.
